Source: PubChem BioAssay
TbMetRS inhib = T. brucei MetRS inhibitors, primary screen, biochemical, luminescence. AID 624268, 2012. 360,000 compounds, 0.4% hits. inhibition, % at 11.9 µM. purified T. brucei MetRS, ATP depletion, Kinase-Glo luminescence. methionyl-tRNA synthetase (Trypanosoma brucei brucei);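 active means inhibition above a per-plate cutoff of the control wells' mean inhibition plus 3 SD, cut at about 5.5% in these data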;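 further: 0% = DMSO wells median and 100% = median of wells with control inhibitor compound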
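Dosing: 11.9 µM single point; system: parasite MetRS enzyme; technique: luminescence of leftover ATP; times: 15 min enzyme-compound preincubation, 2 h reaction, 10 min detection, 25 °C; replicates: each compound tested once; read-out basis: percent inhibition relative to median high and low control wells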
PABP1 MLLE inh = inhibitors of PABP1 MLLE–PAM2 peptide binding, primary screen, biochemical, fluorescence polarization, FITC-PAM2, GST-MLLE. inhibition, % at 20 µM. 360,000 compounds, 0.36% hits; in the data active means inhibition above about 35%, passing the limit was not always enough;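 further: plate controls were DMSO wells with GST-MLLE for no effect and wells lacking GST-MLLE protein for full effect; some results filed as inactive read as strong as hits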
E coli Lon inh = inhibitors of E. coli Lon protease, primary screen, biochemical, fluorescence polarization; P0A9M0; purified E. coli Lon protease; inhibition, % at 7.94 µM; 360,000 compounds, 0.42% hits; AID 602123, 2011; in the data active means inhibition above about 13%, passing the limit was not always enough;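 further: 0% = enzyme with probe and DMSO and 100% = no enzyme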
Target sequence (P0A9M0 whole entry, looked up): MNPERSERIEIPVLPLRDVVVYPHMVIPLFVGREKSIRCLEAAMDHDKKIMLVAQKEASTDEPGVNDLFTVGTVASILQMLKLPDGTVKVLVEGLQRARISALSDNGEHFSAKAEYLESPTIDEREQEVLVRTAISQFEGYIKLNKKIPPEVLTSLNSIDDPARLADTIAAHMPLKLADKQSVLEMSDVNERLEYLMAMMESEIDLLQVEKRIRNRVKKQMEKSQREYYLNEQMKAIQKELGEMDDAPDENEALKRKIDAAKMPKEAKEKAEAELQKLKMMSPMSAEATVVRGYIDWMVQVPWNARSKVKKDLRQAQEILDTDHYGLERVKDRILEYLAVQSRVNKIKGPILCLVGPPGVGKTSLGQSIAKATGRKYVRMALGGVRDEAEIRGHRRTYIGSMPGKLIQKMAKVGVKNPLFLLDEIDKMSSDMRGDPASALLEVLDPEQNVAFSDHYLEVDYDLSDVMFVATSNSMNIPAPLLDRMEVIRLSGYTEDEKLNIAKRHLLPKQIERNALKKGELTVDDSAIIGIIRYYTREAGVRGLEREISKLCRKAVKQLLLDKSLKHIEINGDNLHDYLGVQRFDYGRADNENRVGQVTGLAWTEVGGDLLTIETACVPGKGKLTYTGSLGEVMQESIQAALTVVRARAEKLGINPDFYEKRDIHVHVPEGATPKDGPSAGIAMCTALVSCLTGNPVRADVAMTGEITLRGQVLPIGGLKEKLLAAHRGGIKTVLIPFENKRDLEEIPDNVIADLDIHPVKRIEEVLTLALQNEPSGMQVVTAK
CendR NRP1 mod = modulators of CendR peptide binding to NRP-1, primary screen, biochemical, fluorescence polarization, uHTS; FAM-RPARPAR peptide binding to NRP-1; inhibition, % at 25 µM; 360,000 compounds, 0.85% hits;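 active means inhibition or corrected inhibition above about 18%, plus a signal ratio from 0.5 to 1.5, limit read from the data, passing the limit was not always enough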; further: strong numbers were not always called active
SKN-1 block = suppressors of acrylamide-induced Pgst-4::GFP reporter in worms, primary screen, SKN-1 inhibitor project, whole organism, uHTS, GFP/RFP fluorescence ratio, strain VP596 | C. elegans VP596 Pgst-4::GFP/RFP ratio, 24 h | inhibition, % at 21.8 µM | 360,000 compounds, 0.49% hits | AID 624304, 2012;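 active means interference check ratio from 0.5 to 1.5 plus GFP to RFP signal ratio inhibition reaching or exceeding a fixed threshold, cut at about 30% in these data, passing the limit was not always enough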; further: some compounds called inactive have numbers as strong as hits
MT1-MMP act inh = blockers of MT1-MMP proenzyme processing, primary screen, HT1080 RFP-PRO-GFP cells, GFP/RFP fluorescence | 360,000 compounds, 0.061% hits | GFP/RFP ratio change, % at 20 µM | GFP/RFP ratio fluorescence, overnight; percent of plate control window, DMSO zero | Matrix metalloproteinase-14 (Homo sapiens), P50281;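 active means GFP/RFP ratio change of at least 30% with cell ATP level not reduced by more than half and red fluorescence within 50% of control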; further: strong numbers were not always called active
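Test system: HT1080 cells expressing an RFP-PRO-GFP fluorescent reporter construct / Compound dosing: single-point 20 µM compound, 1% DMSO / Schedule: cells overnight before dosing, compound overnight, 37 °C, 5% CO2 / Evaluation: GFP/RFP fluorescence ratio / Control set: DMSO and RFP-L50D-GFP cell wells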
MsrA act = bovine MsrA enzyme activators, primary screen, biochemical, absorbance, HTS; activation, % at 10.6 µM; Methionine sulfoxide reductase A (Bos taurus); purified bovine MsrA, absorbance read-out; 360,000 compounds, 0.3% hits; in the data active means activation above about 7.5%;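 further: 0% = vehicle and 100% = reference activator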
FAS TE block = FAS thioesterase domain inhibitors, primary screen, biochemical, fluorescence intensity, uHTS; recombinant FAS-TE, OMFH fluorogenic substrate, fluorescence endpoint; inhibition, % at 15 µM; 360,000 compounds, 0.67% hits;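 active means compounds whose normalised, plate-corrected inhibition of enzyme fluorescence in the single-dose primary screen is 50% or more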;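 further: 0% = DMSO with enzyme and 100% = substrate without enzyme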
MsrA inh = bovine MsrA enzyme inhibitors, primary screen, biochemical, absorbance, HTS; 360,000 compounds, 0.75% hits; AID 651718, 2012; purified bovine MsrA, absorbance read-out; Methionine sulfoxide reductase A (Bos taurus); inhibition, % at 15.5 µM; in the data active means inhibition above about 4.5%;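 further: 0% = vehicle wells with enzyme and 100% = reference inhibitor wells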
* marks the source's active call; other numbers are inactive results; · = no result given.

SMILES	TbMetRS inhib	PABP1 MLLE inh	E coli Lon inh	CendR NRP1 mod	SKN-1 block	MT1-MMP act inh	MsrA act	FAS TE block	MsrA inh
Cc1cc(C)n(C(=O)c2cccc(S(=O)(=O)N3CCCC3)c2)n1	-0.8	-9	1	5	5	4	-2	-2	-0.4
O=C(Cn1ncc2c1-c1ccccc1OC2)Nc1ccc(S(=O)(=O)N2CCCCC2)cc1	-0.2	-4	0	0	-4	3	-12	14	0.1
CC(C)Cc1nnc(NC(=O)C2=COCCO2)s1	-0.8	13	4	-1	1	·	-2	-5	2.0
Cc1cc(OCC(=O)OCC(=O)NCc2cccs2)ccc1Cl	-0.1	-13	-11	2	-16	2	-2	-18	-0.3
COc1ccccc1-c1nc(SCC(=O)Nc2ccccc2F)n[nH]1	0.0	2	-10	5	5	-4	-1	6	-0.8
O=C(NC(=S)NNC(=O)[C@H]1C[C@@H]1c1ccccc1)c1cccc(F)c1	1.8	31	-5	-4	-6	0	2	0	-0.1
CCC(=O)Nc1cc(-c2nn(C)c(=O)c3ccccc23)ccc1N1CCOCC1	0.3	-6	3	13	5	4	-3	-8	-1.3
CN(C)CCOC(=O)c1ccc(COc2ccccc2Br)o1	-0.1	-1	6	-14	-5	3	0	-6	0.9
O=C(Nc1cc(C(F)(F)F)ccc1N1CCOCC1)c1cccc(S(=O)(=O)N2CCOCC2)c1	-0.2	-24	-8	-4	9	3	-3	22	1.4
CN1C[C@@H]2[C@@H]3C(=O)N(Cc4ccccc4)C(=O)[C@@H]3[C@](C)(C1=O)N2C(=O)c1ccccc1	-0.1	1	-1	-15	-2	1	-3	-10	-0.4
c1ccc2c(C3OCC4(CCCC4)CO3)cccc2c1	-0.3	-10	-9	-16	-6	-6	-2	13	0.5
NC(=O)C1(N2CCCCC2)CCN(S(=O)(=O)c2ccc(Cl)s2)CC1	0.0	-5	-4	11	3	-2	-11	-2	0.5
COc1cccc(NC(=O)COC(=O)c2ccc(S(=O)(=O)NCc3ccco3)cc2)c1	1.2	-17	-3	-10	0	-5	-3	3	0.4
CCc1ccc(C(=O)N2CCN(S(=O)(=O)c3sc(C(=O)O)c(C)c3C(=O)O)CC2)cc1	-0.2	-13	-8	-8	18	-2	-3	-4	0.1
COc1ccc(-n2c(Cc3cccn3C)nnc2SCC(=O)Nc2cc(Cl)ccc2OC)cc1	0.1	-5	1	2	2	3	0	11	0.3
Cc1ccc(C)c(NC(=O)COC(=O)CCc2ccc(S(=O)(=O)N3CCOCC3)cc2)c1	0.0	0	-15	-2	-1	2	-12	2	2.1
CCOc1ccc(NC(=O)COC(=O)C23CC4CC(CC(C4)C2)C3)c([N+](=O)[O-])c1	-1.6	4	0	-18	6	7	-8	25	0.4
C[C@H](O)[C@@H]1C(=O)N2CCc3ccc(-c4ccccc4)cc3[C@@H]2C[C@@H]1N(C)C(=O)c1cccnc1	-0.8	11	-1	-2	-1	-1	-2	-6	-0.3
Cc1ccc(C(=O)N/N=C\c2cccs2)cn1	-0.4	10	14	-1	-2	5	-5	-9	3.7
CN(C)CCOC(=O)NCC12CC3CC(CC(C3)C1)C2	-0.3	2	-5	-1	-9	2	-5	-3	0.4
O=C(NNS(=O)(=O)c1ccc2ccccc2c1)c1cccs1	-0.2	5	2	-10	3	1	-3	-7	0.1
CC1(C(=O)NS(=O)(=O)c2ccccc2Cl)CCN1C(=O)C1CCCCC1 (centres undefined)	0.0	-12	-9	4	5	-1	0	-14	1.3
Cc1nc2ccc(S(=O)(=O)N(C)CC(=O)Nc3ccccc3F)cc2s1	-0.4	0	2	8	-2	-2	1	-1	1.2
CC(C)(C)NC(=O)CN(C(=O)CCC(=O)Nc1nccs1)c1ccc(F)cc1	-0.9	2	0	5	21	0	-1	-4	-0.6
O=C(Nc1ccccc1F)c1oc2ccccc2c1NC(=O)C1CC1	-0.6	-18	-2	4	5	-2	-2	0	-0.7
Cc1ccc(S(=O)(=O)N(CC(=O)NCCSc2ccccn2)c2ccc(C)c(C)c2)cc1	-0.4	-3	-3	3	15	-6	3	14	-0.2
O=C(OCC(=O)N1CCOCC1)c1ccc(Br)cc1	-0.5	-1	-6	1	7	3	-12	-2	-0.4
O=C(CN1CCN(S(=O)(=O)N2CCCCC2)CC1)Nc1cc(Cl)cc(Cl)c1	0.4	8	-3	20	37*	3	-2	16	-1.6
O=C(CN1C(=O)COc2ccccc21)NCCN1CCOCC1	0.1	-13	-2	7	4	3	-2	-7	0.8
CC1(C)N([O-])C(c2cccs2)=C[N+]1=O	-0.9	1	-15	10	-4	3	0	-8	-0.9
Cc1cc(COc2ccccc2OCCN2CCN(C)CC2)no1	-0.9	-5	-3	12	-15	-10	-3	-8	0.5
Cc1c(NC(=O)OCCNC(=O)COc2ccc(Cl)cc2Cl)sc(=S)n1C	-0.4	-136	3	8	-16	-1	-10	9	0.9
O=C1C=C(c2cccnc2)CCC1	-0.2	5	-8	4	-12	4	-2	-7	1.1
O=C(COc1ccccc1)NC1CCSc2ccccc21 (centres undefined)	0.3	-35	-19	2	-21	-1	-2	5	-1.1
Cc1onc(-c2ccccc2Cl)c1C(=O)N(Cc1ccc(N(C)C)cc1)C(C)C	3.4	-5	-2	3	-21	·	0	15	1.0
CSc1ccccc1C(=O)OCC(=O)NC1CCCCCCC1	0.5	4	5	-10	15	3	0	11	-0.4
Cc1ccccc1N=C1SCC(=O)N1Cc1ccccc1	-0.2	11	1	10	6	-3	0	8	-0.7
COc1ccc(-n2c(C)cc(C(=O)COC(=O)c3cc(OC)c(OC)cc3NC(=O)c3cccs3)c2C)cc1	0.1	-11	-3	-10	12	1	-2	42	0.1
O=C(NN1C(=O)C2C3CCC(O3)C2C1=O)c1ccc(Cl)cc1 (centres undefined)	0.1	-10	-1	9	7	3	-8	-5	1.2
CC(=O)c1cccc(OCC(O)CN2CCN(S(=O)(=O)c3c(F)cccc3F)CC2)c1 (centres undefined)	-0.9	2	4	-5	23	-4	8	-4	1.8
O=C(CSc1nnnn1-c1cccnc1)Nc1ccc(F)cc1F	-1.2	-1	-5	1	-4	2	-10	3	-0.1
COc1ccc(NC(=O)c2ccc(-c3ccccc3C(F)(F)F)o2)cc1	-0.1	-43	1	-3	4	0	-2	35	2.9
c1cnc(N2CC[N+]3(CCCC3)CC2)nc1	0.1	-6	-5	-5	1	-4	-3	-4	-1.0
COc1ccc(C2C(C#N)=C(N)Oc3c2oc(CO)cc3=O)c(OC)c1OC (centres undefined)	-1.2	0	-1	-5	-1	-1	-15	-9	2.2
COc1ccc(/C=C/CN2CCCC(C(=O)c3ccc(OC)c(F)c3)C2)cc1 (centres undefined)	-0.6	-9	-5	-12	0	-7	-2	10	2.6
CC1(C)C/C(=N\O)c2cc3c(nc2C1)CCCC3	-0.4	-6	3	-8	-13	-10	-5	-6	-0.1
CCn1nc(C)c(CCC(=O)O)c1C	-0.6	-1	-1	-10	1	6	-2	0	0.4
CCOC(=O)c1c(NC(=O)c2cccnc2)sc(C(C)=O)c1C	-0.4	5	-12	-3	11	2	-5	2	0.6
COc1cc(/C=C/C(=O)OCC(=O)NCc2ccco2)ccc1OC(F)F	-0.4	-14	-9	14	10	2	-2	4	-0.5
COc1ccc(NC(=O)COc2coc(CN3CCc4ccccc43)cc2=O)cc1	-0.3	2	-3	0	-6	-4	-1	-5	1.8
COCC(C)n1c(C)cc(C(=O)CSc2ccc(NC(C)=O)cc2)c1C (centres undefined)	0.2	30	-5	-4	-20	1	-2	-7	1.2
COc1cc(OC)cc(C(=O)N[C@H](C(=O)OCC(=O)Nc2ccc(F)c(F)c2F)C(C)C)c1	-0.6	-3	6	14	-1	-2	2	21	0.9
COc1cc(=O)[nH]c(=O)n1C(=O)Cc1ccccc1	-0.3	-8	-10	0	-26	-4	-1	-9	1.1
CC(=O)c1c(OC(=O)c2ccc(C)cc2)c2ccccc2n1C	-1.5	-11	-1	2	3	8	-7	30	0.4
O=C(O)C1C2CCC(C2)C1C(=O)Nc1cc(F)ccc1F (centres undefined)	0.3	-4	-6	7	4	-2	-1	-5	0.1
COc1ccc(-c2noc(CCC(=O)N3CCN(c4ccccc4C)CC3)n2)cc1	0.3	10	0	-9	-4	-1	-1	24	-1.2
N#Cc1c(C(F)(F)F)cc(=O)n2c1[nH]c1ccccc12	0.2	-13	-3	2	18	-6	-2	-1	0.1
CC1(CCOCc2ccccc2)NC(=O)NC1=O (centres undefined)	-0.1	0	-4	3	-12	-1	-2	-10	1.6
O=C(COC(=O)c1ccccc1[N+](=O)[O-])c1ccc2c(c1)OCO2	-0.5	2	2	-1	2	5	-1	17	0.1
O=C(Nc1cccc(Br)c1)c1cccc(OC(=S)N2CCOCC2)c1	-0.3	0	-7	-5	1	0	-2	23	3.1

Retrieved one by one from the list above (3):
SMILES	TbMetRS inhib	PABP1 MLLE inh	E coli Lon inh	CendR NRP1 mod	SKN-1 block	MT1-MMP act inh	MsrA act	FAS TE block	MsrA inh
CC1(CCOCc2ccccc2)NC(=O)NC1=O (centres undefined)	-0.1	0	-4	3	-12	-1	-2	-10	1.6
COCC(C)n1c(C)cc(C(=O)CSc2ccc(NC(C)=O)cc2)c1C (centres undefined)	0.2	30	-5	-4	-20	1	-2	-7	1.2
COc1ccc(NC(=O)COc2coc(CN3CCc4ccccc43)cc2=O)cc1	-0.3	2	-3	0	-6	-4	-1	-5	1.8

Carrying on:
SMILES	TbMetRS inhib	PABP1 MLLE inh	E coli Lon inh	CendR NRP1 mod	SKN-1 block	MT1-MMP act inh	MsrA act	FAS TE block	MsrA inh
CC(=O)c1ccc(NC(=O)/C(Cl)=C/c2ccccc2)cc1	-0.2	-22	2	8	-7	-1	-1	-1	1.0
Cc1ccccc1-c1cn(-c2ccccc2)c(=S)[nH]1	-0.1	8	6	-1	12	3	-3	-4	-0.4
CN1C(=O)CC2(C)C1=CCc1scnc12 (centres undefined)	-1.0	9	-2	19*	-3	2	-3	-1	-1.0
O=C(c1ccc(S(=O)(=O)NCc2ccco2)cc1)N1CCN(c2ccc(F)cc2)CC1	-0.5	11	-10	-4	33*	3	-5	4	0.6
CCN(CC)CCCNC(=O)C(C)n1nc(C)c2sc3ccccc3c2c1=O (centres undefined)	-0.4	-14	-3	-2	-10	0	-4	-4	1.9
O=C(Nc1ccccc1)C(Cc1cccs1)c1nn[nH]n1 (centres undefined)	0.1	-8	1	6	6	2	1	-3	-0.4
Cc1onc(-c2ccccc2Cl)c1C(=O)NC(=S)NCCc1ccccc1	-1.5	21	-4	-1	2	-3	-9	15	-0.8
COc1ccccc1-c1nc(-c2ccccc2)[nH]c(=O)c1C#N	-0.4	8	-3	4	7	2	-1	-7	0.7
COc1ccc(-n2c(C)cc(C(=O)CN3C(=O)NC4(CCc5ccccc54)C3=O)c2C)cc1 (centres undefined)	-1.2	-3	-12	5	-4	1	-4	23	-1.1
